TCR act: activators of T cell receptors; Potency, µM (highest dose often 9.22 µM), inactives show top-dose activation of IL-2 secretion, actives largely listed as activators; primary human leukocytes, anti-CD3, IL-2 HTRF, 48 h; 330,000 tested, under 10 active; AID 504894; also: % of control where 0% means no effect
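Activity was scored as IL-2 release from primary human leukocytes given only a TCR signal (a-CD3 beads) plus compound for 48 hr. Detection used a two-antibody HTRF format read at 665nm.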
p53 reactivation: mutant p53 re-activation in reporter cells; Potency, µM (highest dose often 92.2 µM), inactives show at the top dose activity change, positive = activation, most hits filed as activators; 0.063% of 320,000 active; H1299 p53-A138V BP100-luciferase reporter, luminescence, 24 h; also: potency is read from the fitted curve at half-maximal effect; % of control where 0% means no effect; nearly all actives have a fitted effect of over 45% in size
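H1299 (p53-null), stable ts p53-A138V + BP100-Luc; 1000 cells/well, Opti-MEM/10% FBS; cpd 4 pt, 1:5; 24 h, 37 deg C, 5% CO2; detection reagent 10 min RT; luminescence.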
CXXC DNA block: blocks binding of human MLL CXXC domain to DNA; Q03164; MLL-CXXC / FITC-HOXA9 DNA fluorescence polarization; Potency, µM (titrated, usually from 115 µM), for inactives: at the highest dose activity change, negative = inhibition, usual class: inhibitors; 0.037% of 290,000 active; AID 2662; active = well fitted inhibition curve with a large enough effect in the polarisation, with a control signal flat, not every such curve was filed as active; inconclusive = small, poorly fitted or top-dose-only effect, or effect the other way, or a change in a side signal; inactive = no such curve, though single readings can be large or run the other way; the % refers to the polarisation; also: potency is read from the fitted curve at half-maximal effect
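Steps: dispense CXXC domain solution (7 uM) → pin compounds or unlabeled HOX-A9 DNA control → 5 min ambient → add FLSN-HOX-A9 solution (50 nM) → spin → 30 min ambient → fluorescence polarization. Tris pH 7.5/NaCl/DTT/BSA buffer.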
TSG101-PTAP inh: blocks PTAP/TSG101 interaction to inhibit HIV-1 budding. Potency, µM (titrated, usually from 115 µM), for the others: at the top dose activity change, negative = inhibition, most hits filed as inhibitors. Q99816. 340,000 tested, under 10 active. Fluorescence polarization, FITC-PTAP peptide / Tsg101 binding; active = well fitted inhibition curve with a large enough effect in the main read-out, with a control signal flat, not every such curve was filed as active; inconclusive = small, poorly fitted or top-dose-only effect, or effect the other way, or a change in a side signal; inactive = no such curve, though single readings can be large or run the other way; also: potency is read from the fitted curve at half-maximal effect; % of control where 0% means no effect
Target sequence (Q99816 whole entry, looked up): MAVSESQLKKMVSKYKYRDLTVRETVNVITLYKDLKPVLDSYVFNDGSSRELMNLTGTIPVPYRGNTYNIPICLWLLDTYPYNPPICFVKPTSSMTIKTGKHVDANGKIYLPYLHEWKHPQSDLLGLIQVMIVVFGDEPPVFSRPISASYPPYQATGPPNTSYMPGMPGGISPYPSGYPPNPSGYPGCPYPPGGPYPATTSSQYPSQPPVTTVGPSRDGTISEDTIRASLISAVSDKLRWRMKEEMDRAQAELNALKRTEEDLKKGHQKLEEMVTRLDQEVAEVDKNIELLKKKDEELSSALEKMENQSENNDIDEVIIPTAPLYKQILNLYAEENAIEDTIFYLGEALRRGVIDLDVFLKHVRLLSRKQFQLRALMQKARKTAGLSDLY
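FP read-out: FITC-PTAP peptide, 50 nM final, binding Tsg101 binding domain, 10 uM final; 20 min, r.t.; 10 mM HEPES pH 7.5, 0.15 M NaCl, 0.01% Tween 20, 3 mM EDTA, 0.1 mM TCEP.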
TRPV1 agonist: activates the human vanilloid receptor TRPV1; TRPV1-expressing cells, Fluo-8 calcium influx, agonist mode; Q8NER1; activation, % at 8.33 µM; AID 540275; 0.19% of 320,000 active; in the data active = activation above about 80%; inconclusive = between about 30% and that limit; also: 0% is about no effect
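TRPV1-expressing cells were cultured overnight at 35.5C and loaded with Fluo-8 calcium dye for 40 to 90 min at room temperature. After a 10 s baseline, compound was added and calcium influx was read kinetically for 3 min (ex 480/em 520 nm).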
ELG1 DNA repair: inhibitors of ELG1-dependent DNA repair in HEK293T cells; HEK293T ELG1-luciferase reporter, luminescence, 16 h; DNA damage induced by 5-fluorouridine; Potency, µM (highest dose often 46.1 µM), inactives show at the highest dose activity change, negative = inhibition, most hits filed as inhibitors; 2.3% of 330,000 active; also: potency is read from the fitted curve at half-maximal effect; % is scaled to controls: 0 for no effect and ±100 for the full control effect; nearly all actives have a fitted effect of over 55% in size
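Luminescence from the luciferase reporter, measured 30 min after ONE-Glo reagent at room temperature, was the read-out. Beforehand, 2,000 cells per well were exposed for 16 hr at 37 °C to 5-fluorouridine together with compound or vehicle.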
AT treatment: candidate therapy for ataxia-telangiectasia. […] A-T fibroblasts, KAP-1 phosphorylation AlphaLISA; neocarzinostatin DNA damage 30 min before lysis. Potency, µM (highest dose often 57.5 µM), inactives show top-dose activation, hits mostly activators. 0.19% of 320,000 active; also: potency is read from the fitted curve at half-maximal effect; % of control where 0% means no effect; nearly all actives have a fitted effect of over 45% in size
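hTERT-immortalized A-T patient fibroblasts ([…]), 500 cells/well in OPTI-MEM, 1% FBS, got compounds for 60 min, then NCS for 30 min at 37C. Lysates were then assayed for phospho-KAP-1 by AlphaLISA (anti-pKAP1 donor, anti-KAP1 acceptor beads), 6 hr at 25C.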
B2AR arrestin: agonists driving beta-arrestin recruitment to human beta2-adrenergic receptor. P07550. beta-arrestin recruitment to beta2AR, cell-based reporter. Potency, µM (titrated, usually from 46.1 µM), inactives show top-dose activation, most hits filed as activators. 0.02% of 330,000 active;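 also: potency is read from the fitted curve at half-maximal effect; 0% = DMSO controls and full agonism = EC100 isoproterenol or metaproterenol; nearly all actives have a fitted effect of over 65% in size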
Target sequence (P07550 whole entry, looked up): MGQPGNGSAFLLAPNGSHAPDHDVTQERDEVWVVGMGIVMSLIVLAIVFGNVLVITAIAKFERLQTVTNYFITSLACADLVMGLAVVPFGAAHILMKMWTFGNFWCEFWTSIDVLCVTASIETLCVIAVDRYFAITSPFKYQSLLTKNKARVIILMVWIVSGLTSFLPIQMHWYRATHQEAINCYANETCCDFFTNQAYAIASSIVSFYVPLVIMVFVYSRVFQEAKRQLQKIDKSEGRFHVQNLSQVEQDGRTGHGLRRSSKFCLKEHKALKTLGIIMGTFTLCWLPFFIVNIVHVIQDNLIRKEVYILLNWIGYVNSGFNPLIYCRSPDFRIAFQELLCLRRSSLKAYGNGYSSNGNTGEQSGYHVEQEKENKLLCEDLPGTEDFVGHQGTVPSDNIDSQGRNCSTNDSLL
a7 integrin act: activators of alpha7 integrin expression for muscular dystrophy; alpha7betagal myoblasts, beta-gal FDG fluorescence, 48 h; Potency, µM (doses to about 38.3 µM), without a hit: top-dose activation, hits mostly activators; 0.064% of 350,000 active;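 also: potency is read from the fitted curve at half-maximal effect; 100% = response of the positive control SU9516; nearly all actives have a fitted effect of over 60% in size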
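Alpha7betagal+/- myoblasts (passage 13) were plated 16-24 hr, then exposed to compounds (1:260 dilution of DMSO stock) for 48 hours at 37C. After MPER lysis, β-galactosidase reporter activity was read as FDG fluorescence (ex 480/em 540) after 30 minutes.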
BRCA1 expr act: BRCA1 expression activation; 1.1% of 380,000 active; MCF7-BRCA1-FFLuc reporter, luminescence, 48 h; response scale: scaled: vehicle 0%, 10 µM genistein 100%; Potency, µM (titrated, usually from 46.1 µM), for inactives: at the highest dose activation, actives largely listed as activators; also: potency is read from the fitted curve at half-maximal effect; nearly all actives have a fitted effect of over 80% in size; some results filed as inactive show a strong effect at the top dose
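Cells: MCF7-BRCA1-FFLuc, 2000/well. Exposure: 48 h, 37 °C, 5% CO2. Read: luminescence, 15 min post-substrate. Controls: genistein 10 microM (maximal activation), DMSO (neutral).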
Starred values were filed as active, the others as inactive; & = joins results of further samples; [ ] = dose if it differs, or a comment. Unless noted, calls follow the shape of the dose curve; as a rule, active = well fitted curve in the direction sought with a large enough effect; inconclusive = small, poorly fitted or top-dose-only effect, or another doubt; inactive = no such curve, though single readings can be large; an effect the other way counts as inactive or inconclusive. Rows are unselected; about 3.8% have a hit in one of these screens.

For COc1ccc(/C=C/C(=O)NCCc2ccc(S(N)(=O)=O)cc2)cc1 the results were TCR act -12.7%[46.1 µM], p53 reactivation 11.8%, CXXC DNA block -1.3%, TSG101-PTAP inh -4.7%, TRPV1 agonist 7.9, ELG1 DNA repair 9.3%, AT treatment 11.3%, B2AR arrestin 0.5%, a7 integrin act -2.5% and BRCA1 expr act -2.1%.
`O=C(NCC1CCCO1)C1CCCN(S(=O)(=O)c2cccc(C(F)(F)F)c2)C1` (configuration not stated) gave TCR act 1.8%, p53 reactivation -7.4%, CXXC DNA block -6.9%, TSG101-PTAP inh 0.1%, TRPV1 agonist 20.8, ELG1 DNA repair 21.3%, AT treatment -6.1%, B2AR arrestin -0.3%, a7 integrin act 9.7% and BRCA1 expr act -6.4%.
O=C(CC(NC(=O)c1ccccc1Cl)c1ccccc1)Nc1ccc2c(c1)OCO2 (configuration not stated) was read as TCR act 3.3%, p53 reactivation 7.3%, CXXC DNA block 0.7%, TSG101-PTAP inh -10.0%, TRPV1 agonist -1.7, ELG1 DNA repair 14.9%, AT treatment -6.2%, B2AR arrestin -0.1%, a7 integrin act 5.9% and BRCA1 expr act 5.3%.
`CCCCNC(=O)CN(c1cc(C(F)(F)F)ccc1Cl)S(C)(=O)=O` gave TCR act -0.9%[46.1 µM], p53 reactivation 3.8%, CXXC DNA block 8.0%, TSG101-PTAP inh -2.6%, TRPV1 agonist -1.7, ELG1 DNA repair -9.1%, AT treatment 11.5%, B2AR arrestin -4.9%, a7 integrin act -9.7% and BRCA1 expr act 7.8%.
O=C(COC(=O)Cn1cnc2ccccc21)Nc1cccc([N+](=O)[O-])c1 was read as TCR act 3.0%, p53 reactivation 3.0%, CXXC DNA block -12.5%, TSG101-PTAP inh -7.2%, TRPV1 agonist -0.8, ELG1 DNA repair 6.4%, AT treatment 3.1%, B2AR arrestin -0.2%, a7 integrin act 11.2µM* and BRCA1 expr act -2.7%.
`C/C=C/c1ccc(OCC(=O)N(C)CC(=O)Nc2ccc(F)cc2)c(OC)c1` gave TCR act -0.9%, p53 reactivation -12.8%, TSG101-PTAP inh -3.6%, TRPV1 agonist 3.2, ELG1 DNA repair 2.7%, AT treatment 0.9%, B2AR arrestin 0.0%, a7 integrin act -2.6% and BRCA1 expr act -17.7%.
Screening COc1ccccc1CNCC(=O)Nc1ccc(C#N)cc1 returned TCR act -1.8%, p53 reactivation -3.3%, CXXC DNA block 19.7%, TSG101-PTAP inh -3.1%, TRPV1 agonist -15.2, ELG1 DNA repair inconclusive, AT treatment -2.4%, B2AR arrestin 2.7%, a7 integrin act 5.1% and BRCA1 expr act -8.4%.
CC(=O)N1CCc2cc(S(=O)(=O)NCCC(=O)Nc3cccc(C)c3C)ccc21 was read as TCR act -4.4%, p53 reactivation 5.2%, CXXC DNA block 10.9%, TSG101-PTAP inh -4.3%, TRPV1 agonist inconclusive, ELG1 DNA repair -24.4%, B2AR arrestin 0.2%, a7 integrin act 22.9% and BRCA1 expr act 7.5%.
For CCN(C(=O)COC(=O)c1cc(S(=O)(=O)N2CCc3ccccc32)ccc1OC)C1CCS(=O)(=O)C1 (configuration not stated) the results were TCR act -4.6%, p53 reactivation -1.7%, CXXC DNA block 5.1%, TSG101-PTAP inh -2.8%, TRPV1 agonist 0.9, ELG1 DNA repair -6.2%, AT treatment 1.3%, B2AR arrestin 0.0%, a7 integrin act -7.7% and BRCA1 expr act 1.2%.
Cc1ccc(NC(=O)CCN2CCOCC2)cc1C was read as TCR act -0.7%, p53 reactivation inconclusive, CXXC DNA block -3.0%, TSG101-PTAP inh -2.1%, TRPV1 agonist 4.3, ELG1 DNA repair 3.4%, AT treatment -3.1%, B2AR arrestin 0.2%, a7 integrin act -0.7% and BRCA1 expr act 0.8%.
Screening COC(=O)c1ccc(COC(=O)c2cccn2C)o1 returned TCR act 3.5%, p53 reactivation inconclusive, CXXC DNA block -0.9%, TSG101-PTAP inh -4.8%, TRPV1 agonist 0.9, ELG1 DNA repair inconclusive, AT treatment -4.2%, B2AR arrestin 0.3%, a7 integrin act -2.3% and BRCA1 expr act 49.9%.
For Cc1ccc(C(=O)N/C(=C\c2ccco2)C(=O)NCC2CCCO2)cc1C (configuration not stated) the results were TCR act -4.6%, p53 reactivation -11.0%, CXXC DNA block -5.3%, TSG101-PTAP inh -0.1%, TRPV1 agonist -2.7, ELG1 DNA repair 2.8%, AT treatment 6.5%, B2AR arrestin 0.1%, a7 integrin act -10.1% and BRCA1 expr act -8.9%.
Cc1ccc(CCNC(=O)C2CCN(c3nn4c(=O)cc(C)nc4s3)CC2)cc1 was read as TCR act -4.3%, p53 reactivation -4.2%, CXXC DNA block 7.4%, TSG101-PTAP inh -2.7%, TRPV1 agonist -1.6, ELG1 DNA repair 20.8%, AT treatment 6.1%, B2AR arrestin -0.1%, a7 integrin act 9.5% and BRCA1 expr act 9.9%.
`CCN(CC)CCN(C(=O)C1=COCCO1)c1nc2cc(C)cc(C)c2s1` gave TCR act 5.5%, p53 reactivation inconclusive, CXXC DNA block inconclusive, TSG101-PTAP inh 1.7%, TRPV1 agonist 1.2, ELG1 DNA repair -14.2%, AT treatment -0.3%, B2AR arrestin 3.4%, a7 integrin act -21.1% and BRCA1 expr act -28.7%.
Screening Cc1cc(C)c2c(c1)-c1c(ssc1=S)C(C)(C)N2C(=O)CN1C(=O)c2ccccc2C1=O returned TCR act 1.3%[46.1 µM], p53 reactivation -8.6%, CXXC DNA block 4.8%, TSG101-PTAP inh -1.8%, TRPV1 agonist -3.4, ELG1 DNA repair inconclusive, AT treatment -7.3%, B2AR arrestin -0.3%, a7 integrin act 6.4% and BRCA1 expr act -33.1%.
COc1ccc(-n2ccnc2SCC(=O)NC2CCCC2)cc1 was read as TCR act 8.8%, p53 reactivation 3.3%, TSG101-PTAP inh -5.8%, TRPV1 agonist -0.3, ELG1 DNA repair -2.5%, AT treatment 6.0%, B2AR arrestin -0.9%, a7 integrin act 12.8% and BRCA1 expr act -5.2%.
`C=CCN=C1CC(C)(C)C(C(=O)OC)C(O)=C1C(=O)CCC` (configuration not stated) gave TCR act -8.5%, p53 reactivation 3.4%, CXXC DNA block 36.1%[activator], TSG101-PTAP inh -9.2%, TRPV1 agonist 1.8, ELG1 DNA repair 1.3%, AT treatment -0.6%, B2AR arrestin -0.2%, a7 integrin act -38.8% and BRCA1 expr act -3.4%.
`Cc1ccc(OCCC(=O)OCC(=O)NC2CCS(=O)(=O)C2)cc1` (configuration not stated) gave TCR act 1.9%, p53 reactivation 1.7%, TSG101-PTAP inh -5.9%, TRPV1 agonist 0.0, ELG1 DNA repair inconclusive, AT treatment -2.1%, B2AR arrestin 0.0%, a7 integrin act -17.2% and BRCA1 expr act -21.9%.
For COc1ccc(NC(=O)C2CCCN(S(=O)(=O)c3ccc4c(c3)oc(=O)n4C)C2)c(OC)c1 (configuration not stated) the results were TCR act -4.8%, p53 reactivation 1.4%, CXXC DNA block 7.3%, TSG101-PTAP inh 1.8%, TRPV1 agonist 0.8, ELG1 DNA repair -4.4%, AT treatment 0.5%, B2AR arrestin -0.7%, a7 integrin act 2.6% and BRCA1 expr act 0.0%&0.7%.
`O=S(=O)(c1ccc(Cl)nc1)N1CCc2ccccc21` gave TCR act 1.7%, p53 reactivation -2.7%, CXXC DNA block -1.4%, TSG101-PTAP inh 0.0%, TRPV1 agonist -11.5, ELG1 DNA repair 8.8%, AT treatment -9.5%, B2AR arrestin -0.3%, a7 integrin act inconclusive and BRCA1 expr act 0.7%.
Screening Nc1ccc(Oc2ccc3c(c2)C(=O)NC3=O)cc1 returned TCR act -3.7%, p53 reactivation inconclusive, CXXC DNA block -1.6%, TSG101-PTAP inh -13.6%, TRPV1 agonist -0.8, ELG1 DNA repair 12.3%, AT treatment -1.9%, B2AR arrestin -0.4%, a7 integrin act -7.5% and BRCA1 expr act 0.0%.
For CN(C)C(=O)COC(=O)/C=C/c1cn(-c2ccccc2)nc1-c1cccs1 the results were TCR act -6.5%, p53 reactivation -3.8%, CXXC DNA block 12.6%, TSG101-PTAP inh -2.5%, TRPV1 agonist -2.5, ELG1 DNA repair -4.4%, AT treatment inconclusive, B2AR arrestin 0.5%, a7 integrin act 23.2% and BRCA1 expr act -20.4%.
For N#Cc1cccc(NC(=O)CSc2cccc[n+]2[O-])c1 the results were TCR act -5.8%, p53 reactivation -3.0%, TSG101-PTAP inh -3.7%, ELG1 DNA repair 8.1%, AT treatment 1.8%, B2AR arrestin 0.5%, a7 integrin act 12.1% and BRCA1 expr act -20.8%.
Screening O=C1CC(c2c(F)cccc2Cl)C(n2cncn2)C(O)=C1C1NCCc2ccccc21 (configuration not stated) returned TCR act -0.1%, p53 reactivation -2.2%, CXXC DNA block -0.2%, TSG101-PTAP inh -2.1%, TRPV1 agonist 3.2, ELG1 DNA repair 11.9%, AT treatment -6.4%, B2AR arrestin -0.1%, a7 integrin act 0.1% and BRCA1 expr act 2.6%.
